Screening results: PubChem BioAssay, National Center for Advancing Translational Sciences (NCATS)
Pf growth 48h = inhibits P. falciparum growth in the first generation, 48 h. Potency, µM (doses to about 28.7 µM), for inactives: at the top dose activity change, negative = inhibition, actives largely listed as inhibitors. P. falciparum luciferase growth in erythrocytes, 48 h. hit rate 5.9% among 310,000. AID 504832; also: potency is read from the fitted curve at half-maximal effect; % is scaled to controls: 0 for no effect and ±100 for the full control effect
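Firefly luciferase activity from engineered P. falciparum reports growth; inhibitors lower the luminescent signal. Cultures contained 2% hematocrit erythrocytes at 0.1% final parasitemia.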
Pf growth 96h = P. falciparum growth inhibition at 96 hour, primary screen for plastid delayed-death inhibitors. Potency, µM (doses to about 28.7 µM), for inactives: top-dose activity change, negative = inhibition, hits mostly inhibitors. hit rate 6.9% among 320,000. P. falciparum luciferase reporter growth, 96 h. AID 504834; also: potency is read from the fitted curve at half-maximal effect; % is scaled to controls: 0 for no effect and ±100 for the full control effect
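Parasite growth measured via integrated firefly luciferase reporter in P. falciparum. Infected erythrocytes at 2% hematocrit, 0.05% parasitemia final were treated 96 hours at 37 C under 5% CO2, and luminescence was read.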
TbPYK inhibitor = blocks Trypanosoma brucei pyruvate kinase; TbPYK enzyme, Kinase-Glo Plus ATP luminescence, 45 min; Potency, µM (highest dose often 76.8 µM), inactives show at the top dose activity, negative = inhibition, hits mostly inhibitors; hit rate 0.12% among 410,000; AID 624173; also: potency is read from the fitted curve at half-maximal effect; % is scaled to controls: 0 for no effect and ±100 for the full control effect; nearly all actives have a fitted effect of over 50% in size
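Screened from lowest to highest concentration, compounds were pinned into TbPYK/substrate mixtures, and ADP (130 uM final) was added. Plates sat at room temperature for 45 min prior to Kinase-Glo Plus detection by luminescence.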
LmPK inh = blocks Leishmania mexicana pyruvate kinase activity. Q27686. purified LmPK, Kinase-Glo ATP luminescence, 1 h. Potency, µM (doses to about 57.5 µM), for the others: top-dose activity change, negative = inhibition, usual class: inhibitors. hit rate 0.37% among 290,000. AID 1721; also: potency is read from the fitted curve at half-maximal effect; % is scaled to controls: 0 for no effect and ±100 for the full control effect
Target sequence (Q27686 whole entry, looked up): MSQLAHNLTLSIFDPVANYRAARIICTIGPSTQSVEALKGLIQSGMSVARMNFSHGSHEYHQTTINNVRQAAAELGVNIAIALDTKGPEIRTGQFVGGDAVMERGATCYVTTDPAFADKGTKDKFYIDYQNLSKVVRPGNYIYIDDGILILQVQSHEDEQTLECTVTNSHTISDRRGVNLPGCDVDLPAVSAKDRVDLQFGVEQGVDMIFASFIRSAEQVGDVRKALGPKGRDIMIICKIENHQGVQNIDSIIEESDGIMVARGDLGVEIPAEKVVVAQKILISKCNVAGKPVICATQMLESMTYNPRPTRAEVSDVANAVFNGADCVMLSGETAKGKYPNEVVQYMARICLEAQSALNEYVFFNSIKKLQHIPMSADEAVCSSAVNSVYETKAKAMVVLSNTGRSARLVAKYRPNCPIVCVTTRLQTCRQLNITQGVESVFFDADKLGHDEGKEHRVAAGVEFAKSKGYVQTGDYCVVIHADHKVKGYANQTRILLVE
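0.1 nM LmPK, 0.5 mM PEP, 0.1 mM ADP; 50 mM imidazole pH 7.2, 7 mM MgCl2, 50 mM KCl; 1 h RT. Kinase-Glo luminescence readout, normalized to no-enzyme (full inhibition) and uninhibited wells.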
Shiga inhibitor = blocks Shiga toxin action in Vero cells | inhibition, % at 38.7 µM | hit rate 9.2% among 290,000 | AID 2315 | Vero cells, Shiga toxin protein synthesis inhibition reporter; in the data active = inhibition mostly above about 28%, no sharp cut-off; inactive = mostly below about 43%; also: 0% is about no effect
AmpC no deterg = inhibitors of E. coli AmpC beta-lactamase without detergent. AmpC nitrocefin hydrolysis, absorbance 480 nm, 0.0001% Triton. Potency, µM (top dose mostly 57.1 µM), for inactives: at the highest dose activity change, negative = inhibition, usual class: inhibitors. hit rate 0.52% among 330,000;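 also: potency is read from the fitted curve at half-maximal effect; plate controls were no compound for no effect and no enzyme for full effect; nearly all actives have a fitted effect of over 20% in size; some results filed as inactive show a strong effect at the top dose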
Target sequence (P00811 whole entry, looked up): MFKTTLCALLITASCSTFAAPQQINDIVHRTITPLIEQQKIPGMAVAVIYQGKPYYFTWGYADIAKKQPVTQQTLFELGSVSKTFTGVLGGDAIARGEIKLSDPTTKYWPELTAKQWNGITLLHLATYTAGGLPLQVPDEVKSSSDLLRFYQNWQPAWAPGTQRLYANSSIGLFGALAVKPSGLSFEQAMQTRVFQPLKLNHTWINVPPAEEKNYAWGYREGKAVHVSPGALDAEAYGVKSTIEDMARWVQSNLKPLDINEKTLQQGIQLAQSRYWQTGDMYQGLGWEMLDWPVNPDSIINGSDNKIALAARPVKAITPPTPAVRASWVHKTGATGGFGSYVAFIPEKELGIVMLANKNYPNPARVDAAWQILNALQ
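AmpC (5.3 nM in the dispensed reagent) in 20 mM phosphate pH 7.0 with 0.01% (detergent screen) or 0.0001% Triton X-100 was preincubated with compounds for 15 min at room temperature. Nitrocefin was then added from an 800 uM solution, and hydrolysis was followed at 480 nm.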
CHX counter = counter-screen hit for Shiga toxin inhibitors, cycloheximide; hit rate 12% among 300,000; cell reporter, cycloheximide protein synthesis inhibition counterscreen; AID 2314; max response, %; in the data active = max response mostly above about 13%, no sharp cut-off; inactive = mostly below about 14%; also: read at 38.3 µM for the half of the compounds with a filed dose; 0% is about no effect
Numbers without * were called inactive; ? = inconclusive; nt = not tested or not shown; & = joins results of further samples; [ ] = another dose, or the depositor's remark. Unless noted, calls follow the shape of the dose curve; as a rule, active = well fitted curve in the direction sought with a large enough effect; inconclusive = small, poorly fitted or top-dose-only effect, or another doubt; inactive = no such curve, though single readings can be large; an effect the other way counts as inactive or inconclusive. The order is random. Share with any hit: about 22%.

Below each compound: Pf growth 48h | Pf growth 96h | TbPYK inhibitor | LmPK inh | Shiga inhibitor | AmpC no deterg | CHX counter
> O=C(Oc1nsnc1N1CCOCC1)N1CCOCC1
 : ? | ? | -5.1% | -0.3% | -7.9 | -9.4% | -0.2
> Nc1ncc2[nH]cnc2n1
 : 0.8%&9.3% | 15.9%&5.7% | 0.0%&4.5% | nt | nt | -12.7%&-24.7% | nt
> Cc1ccsc1CN1CCN(c2ccccn2)CC1
 : -6.9% | ? | -8.2% | -1.7% | -1.4 | -9.9% | 3.6
> O=S(=O)(O)Oc1c[nH]c2ccccc12
 : 7.38µM* | ? | nt | nt | nt | -27.4% | nt
> CN(C)C(=Nc1ccccc1)P(=S)(N(C)C)N(C)C
 : 14.7% | 24.2% | 1.0% | -1.4% | 4.0 | 16.4% | -2.7
> Cc1c(F)cccc1NC(=O)CSCC(=O)Nc1ccccc1
 : nt | -26.0% | 4.2% | 0.4% | 22.6 | -9.8% | -4.1
> CCCc1nc2ccccc2c(NC(=O)CN(CC)CC)c1CC
 : -14.5% | 5.3% | -4.6% | -7.2% | -8.8 | -5.0% | -3.2
> CCc1ccc(OC(=O)c2cncc(Br)c2)cc1
 : 9.3% | ? | -16.3% | -0.2% | 21.7 | -19.2% | 18.2*
> CC(C)N1C(=O)S/C(=C/c2ccc(Sc3nc4ccccc4[nH]3)o2)C1=O
 : ? | ? | -4.5% | -0.4% | -3.5 | -36.8% | -2.9
> CC1CN(C(=O)C(Sc2ccccc2)c2ccccc2)CC(C)O1 (stereo not drawn)
 : 9.4% | 10.4µM* | -9.4% | -1.4% | -9.1 | -1.2% | -5.1
> O=C(Cc1ccccc1)OCc1ccccc1
 : -6.6% | -25.5% | -8.6% | nt | nt | -16.7% | nt
> COC(=O)c1[nH]nc(C(=O)OC(C)(C)C)c1-c1ccccc1
 : -16.6% | -16.7% | -1.6% | -1.6% | -5.0 | -6.6% | -1.1
> c1ccc(N2CCN(c3ncccn3)CC2)cc1
 : 54.1%[activator] | 52.4%[activator] | -0.3% | 7.6% | 25.2 | 3.5% | 21.9*
> CC(C)C[C@H](NC(=O)N1CCn2c1nc1ccccc12)C(=O)NCC1CCCO1 (stereo partly drawn)
 : 10.9% | 4.8% | 0.0% | 2.2% | 9.2 | 68.7%[activator] | 7.3
> Clc1nc(NC2CCCC2)nc(N2CCOCC2)n1
 : -29.6% | 11.7µM* | -6.4% | 0.8% | 5.6 | -10.7% | -1.1
> CCNc1c(N)c(=O)oc2ccccc12
 : ? | ? | -3.0% | -5.1% | 2.0 | -30.9% | -1.0
> COc1cc(N)c(Cl)cc1C(=O)OCC(=O)Nc1cccnc1Cl
 : 1.5% | 24.7% | -5.3% | nt | nt | 35.5µM* | nt
> Cc1cc(C)c(C#N)c(SCc2ccccc2C)n1
 : -20.0% | ? | -0.4% | 1.3% | 1.9 | -16.2% | -0.4
> COc1cc(/C=N/Nc2ccc(F)cc2F)cc(OC)c1OC
 : -10.6% | -100.4% | 2.2% | 7.1% | 38.6 | -7.3% | 9.2
> COc1cccc(-n2c(SCC(=O)Nc3sc4c(c3C(N)=O)CCC4)nc3ccccc3c2=O)c1
 : 4.15µM* | -0.6% | -2.7% | 1.1% | 12.1 | -13.7% | -0.8
> COC(=O)c1ccc(C(=O)OC)c(NC(=O)CS(=O)(=O)Cc2ccccc2)c1
 : 5.8% | 5.22µM* | -0.7% | 3.2% | -8.1 | -44.4% | -1.3
> O=C1c2ccccc2C(=O)N1Cc1ccc2c(c1)OCO2
 : 9.7% | nt | -3.1% | -19.9% | -17.8 | -22.2% | 7.7
> COc1ccccc1-c1noc(CCC(=O)NC2CCCCC2)n1
 : -2.6% | 5.8% | 1.4% | -4.4% | -29.7 | -11.8% | 3.8
> CC1(C)Cc2c(c(-c3ccccc3)[nH]c(=O)c2C#N)CO1
 : ? | nt | 0.7% | -0.5% | 1.3 | -5.4% | -4.6
> FC(F)(F)c1cccc(OCc2noc(-c3ccsc3)n2)c1
 : 36.3%[activator] | 59.0%[activator] | -11.2% | -8.9% | 25.6 | -25.9% | 0.7
> CS(=O)(=O)Nc1ccc(Br)cc1C(=O)c1ccccc1
 : nt | 26.0% | -9.7% | -3.6% | 2.8 | -15.8% | 0.9
> O=C(NCCN1CCOCC1)C(=O)NCC1OCCN1S(=O)(=O)c1cc(F)ccc1F (stereo not drawn)
 : -1.9% | 13.5% | 6.4% | -10.5% | -2.8 | 17.3% | -3.0
> CC(=O)c1cccc(NC(=O)c2ccc(C(=O)Nc3cccc(C(C)=O)c3)nc2)c1
 : 4.4% | ? | 3.7% | -4.5% | 39.0 | -7.7% | -4.0
> CC(=O)c1ccc(NC(=S)Nc2cccc3ccccc23)cc1
 : -32.7% | 0.0% | -12.8% | 0.1% | 106.0* | -40.4% | 73.0*
> CCOC(=O)N1CCC(N(CCN(C)C)C(=S)Nc2ccccc2C)CC1
 : -0.1% | ? | -4.9% | -3.0% | -11.5 | -23.8% | -1.4
> CC(=O)Nc1ccc(S(=O)(=O)NCc2ccc(C)cc2)cc1
 : 5.1% | nt | 1.2% | 1.9% | -24.8 | -16.9% | -5.0
> COCCNCC(=O)N1CCCCCC1
 : -1.5% | 11.7µM* | -3.9% | -18.8% | 29.7 | 17.4% | 2.7
> O=C(CCS(=O)(=O)c1ccc(Br)cc1)N1CCC2(CC1)OCCO2
 : 12.5% | ? | -2.7% | -0.1% | 21.1 | -19.3% | 9.6
> CNS(=O)(=O)c1cnccc1N1CCN(c2cccc(C(F)(F)F)c2)CC1
 : ? | 14.7µM* | -2.2% | -0.2% | -13.5 | 86.5%[activator] | -3.7
> CCC(C)(C)NC(=O)C(C(C)C)N(CC1CCCO1)C(=O)CNS(=O)(=O)c1ccc(F)cc1 (stereo not drawn)
 : ? | 15.2% | -12.6% | -3.0% | -5.8 | 5.4% | -3.9
> COc1ccccc1NC(=O)c1cc(-c2ccc(C)o2)nc2ccccc12
 : 0.0% | -15.3% | 2.2% | -0.3% | 30.2 | -46.5% | 10.4
> COC(=O)C1CN(C(=O)COc2cccc(C)c2C)c2ccccc2O1 (stereo not drawn)
 : -4.6% | -1.4% | 0.4% | 2.6% | 44.1 | 10.7% | 26.1*
> CCOC(=O)CC1C(=O)NCCN1Cc1cccs1 (stereo not drawn)
 : -6.1% | 84.0%[activator] | -7.2% | -0.4% | -23.8 | -13.6% | -1.5
> C/C(=N\NC(=O)C(C)n1nc(C)c([N+](=O)[O-])c1C)c1ccccc1O (stereo not drawn)
 : 9.28µM* | ? | ? | 4.3% | -20.0 | -49.2% | 5.3
> COc1cccc(/C=N/Nc2ncccc2[N+](=O)[O-])c1OC
 : -18.7% | 161.0%[activator] | ? | 14.1µM* | -14.8 | -0.3% | -3.7
> CSc1ccccc1NC(=S)NC1CCCC1
 : ? | ? | 2.2% | 5.3% | -10.5 | -13.4% | -0.5
> OC/C(Br)=C(\Br)CO
 : 3.6% | 34.7%[activator] | 0.0% | nt | nt | -4.8% | nt
> CCCCn1c(=O)[nH]c(=O)c2c1nc(-c1cc3c(cc1Br)OCO3)n2C
 : ? | ? | -3.5% | 2.2% | -5.1 | -15.8% | 11.2
> CCOC(=O)c1cccc(NC(=O)/C=C/c2ccc([N+](=O)[O-])cc2)c1
 : -35.0% | ? | -3.8% | -0.4% | -7.5 | -21.3% | 7.1
> Cc1ccc(-c2nn(-c3ccc(F)cc3)cc2C(=O)NCC2CCCO2)cc1 (stereo not drawn)
 : -9.9% | ? | 4.0% | nt | nt | 76.1%[activator] | nt
> C[C@H]1CC[C@H]2C(=O)N[C@H](Cc3ccccc3)C(=O)N2[C@@H]1c1ccccc1
 : 7.7% | -71.6% | 2.7% | 0.4% | -20.2 | 0.5% | -1.4
> Cc1csc(NC(=O)C2CCCN(S(=O)(=O)c3ccc4c(c3)oc(=O)n4C)C2)n1 (stereo not drawn)
 : nt | -34.2% | -1.8% | 11.5% | 16.9 | -2.6% | 5.2
> CC(C)CC(NC(=O)C1CCCCC1)C(=O)N1CCC2(CC1)OCCO2 (stereo not drawn)
 : 2.1% | 274.1%[activator] | -1.4% | 1.3% | -8.4 | 11.8% | 0.5
> Cc1cc(OC(C)C(=O)NCc2ccncc2)c2c(C)c(C)c(=O)oc2c1 (stereo not drawn)
 : -6.3% | -13.6% | -18.3% | -5.5% | -6.6 | 16.1% | -3.5
> CC(C)OC(=O)c1sc2nc(-c3ccccc3)ccc2c1N
 : 191.9%[activator] | 344.9%[activator] | -7.4% | -0.3% | 143.5* | 78.3%[activator] | 66.1*

Compound profiles (already shown).
CCOC(=O)c1cccc(NC(=O)/C=C/c2ccc([N+](=O)[O-])cc2)c1 in the list: Pf growth 48h = -35.0%; Pf growth 96h = ?; TbPYK inhibitor = -3.8%; LmPK inh = -0.4%; Shiga inhibitor = -7.5; AmpC no deterg = -21.3%; CHX counter = 7.1
CSc1ccccc1NC(=S)NC1CCCC1 in the list: Pf growth 48h = ?; Pf growth 96h = ?; TbPYK inhibitor = 2.2%; LmPK inh = 5.3%; Shiga inhibitor = -10.5; AmpC no deterg = -13.4%; CHX counter = -0.5

Next part
Below each compound: Pf growth 48h | Pf growth 96h | TbPYK inhibitor | LmPK inh | Shiga inhibitor | AmpC no deterg | CHX counter
> COc1cccc(NC(=O)CC(=O)c2ccccc2)c1
 : 5.2% | 129.3%[activator] | -3.2% | -3.8% | 100.4* | -28.6% | 58.6*
> O=C(Nc1ccc(F)cc1F)c1cccc(C(=O)Nc2ccc(F)cc2F)n1
 : 42.6% | ? | 8.8% | 5.7% | -5.1 | 0.6% | -0.9
> COC(=O)C(C)(C(=O)OC)c1ccc(C(F)(F)F)cc1[N+](=O)[O-]
 : -16.3% | -3.8% | 1.2% | -0.6% | -4.7 | -5.1% | -2.9
> CC(CCc1ccccc1)NCc1cccc2ccccc12 (stereo not drawn)
 : ? | ? | 9.4% | -8.7% | -2.6 | -1.2% | 0.5
> Cn1cc(S(=O)(=O)N2CCN(C(=O)c3ccco3)CC2)c(=O)n(C)c1=O
 : nt | 36.1%[activator] | -0.7% | -1.9% | -16.3 | -3.7% | -3.2
> CC(=O)c1c(C)[nH]c(C(=O)OCc2c(F)cccc2Cl)c1C
 : -15.8% | 21.7% | 4.3% | 0.8% | 6.9 | -17.3% | 7.5
> Cc1ccc(S(=O)(=O)NC(CC(C)C)C(=O)N2CCOCCOCCOCC2)cc1 (stereo not drawn)
 : -11.7% | -5.5% | 2.3% | -1.5% | -2.6 | 35.8% | 6.0
> CCN(CC)S(=O)(=O)c1ccc(NC(=O)c2cccs2)cc1
 : -11.7% | ? | 1.7% | 3.2% | 0.6 | 1.7% | 16.2
> O=C(Nc1ccc(F)cc1)N1CCOCC1
 : 19.7% | ? | nt | 0.2% | 23.2 | -6.0% | -1.7
> Cc1occc1-c1nnc(SCC(=O)N2CCCc3ccccc32)n1Cc1ccco1
 : ? | ? | 7.3% | -0.5% | 20.6 | -6.3% | 11.3
